Bioassay records (PubChem)
STK33 kinase inh – inhibitors of human STK33 kinase; Q9BYT3; purified STK33, MBP phosphorylation, ADP-Glo luminescence; inhibition, % at 10 µM; hit rate 0.073% among 320,000;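 active = inhibition at or above 25%, using the most active replicate where run in duplicate; inactive = inhibition below 25%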
Target sequence (Q9BYT3 whole entry, looked up): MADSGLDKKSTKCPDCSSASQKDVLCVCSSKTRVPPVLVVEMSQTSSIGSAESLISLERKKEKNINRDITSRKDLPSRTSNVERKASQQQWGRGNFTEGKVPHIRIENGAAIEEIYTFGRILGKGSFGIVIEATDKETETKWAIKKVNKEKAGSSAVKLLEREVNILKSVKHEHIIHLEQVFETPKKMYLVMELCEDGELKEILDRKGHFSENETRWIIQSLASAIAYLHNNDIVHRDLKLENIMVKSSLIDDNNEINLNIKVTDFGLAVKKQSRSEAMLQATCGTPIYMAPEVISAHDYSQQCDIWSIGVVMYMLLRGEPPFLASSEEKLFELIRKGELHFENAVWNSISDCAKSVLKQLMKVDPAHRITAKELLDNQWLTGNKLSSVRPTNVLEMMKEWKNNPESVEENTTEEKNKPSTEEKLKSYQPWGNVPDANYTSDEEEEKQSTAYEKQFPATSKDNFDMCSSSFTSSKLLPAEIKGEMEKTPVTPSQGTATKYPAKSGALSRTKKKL
OX1R antag – blocks the human orexin 1 receptor. O43613. OX1R-expressing cells, FRET antagonist read-out. inhibition, % at 6.6 µM. hit rate 1.8% among 330,000; in the data active = inhibition mostly above about 38%, no sharp cut-off; inactive = mostly below about 40%;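 note: 0% = agonist challenge alone and 100% = reference antagonist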
Target sequence (O43613 whole entry, looked up): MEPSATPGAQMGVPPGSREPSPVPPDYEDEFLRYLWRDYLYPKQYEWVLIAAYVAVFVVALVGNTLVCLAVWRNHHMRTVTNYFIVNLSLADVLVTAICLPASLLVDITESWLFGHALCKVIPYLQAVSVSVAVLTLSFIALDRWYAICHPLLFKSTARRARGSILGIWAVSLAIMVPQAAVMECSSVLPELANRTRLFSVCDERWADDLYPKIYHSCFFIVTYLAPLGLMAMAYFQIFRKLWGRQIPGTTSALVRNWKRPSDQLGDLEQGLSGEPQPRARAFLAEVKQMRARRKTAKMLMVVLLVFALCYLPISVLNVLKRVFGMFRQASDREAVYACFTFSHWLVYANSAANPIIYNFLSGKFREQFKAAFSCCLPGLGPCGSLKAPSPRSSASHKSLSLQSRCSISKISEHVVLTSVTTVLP
An asterisk follows results filed as active; nt = not tested or not shown.

compound | STK33 kinase inh | OX1R antag
CCC(C)Sc1nnc(NC(=O)c2ccco2)s1 (configuration not stated) | -2.0 | 4
C=CCn1c(-c2cccc(Cl)c2)n[nH]c1=S | 1.5 | 14
CCCCN1C(N)=NC[C@@H]1Cc1ccc(O)cc1 | -0.5 | 43
C/C(=N\NC(=O)CNC(=O)C(c1ccccc1)c1ccccc1)c1ccc(C(C)(C)C)cc1 | 0.4 | 10
O=C(Cn1ccc([N+](=O)[O-])n1)NCc1cccnc1 | -1.0 | 11
COc1ccc(-c2[nH]ncc2CN2CCCOc3c(cccc3OC)C2)c(OC)c1 | 2.6 | 17
CC(C)c1ccc(-c2cc(C(=O)N3N=C(C(F)F)CC3(O)C(F)F)c3ccccc3n2)cc1 (configuration not stated) | -0.1 | 20
CNC(=O)Nc1ccc2nc(C)sc2c1 | -1.2 | 13
CCn1c(SCCN2CCCCC2)nnc1-c1ccc(S(=O)(=O)N2CCOCC2)cc1 | -2.7 | 9
Cc1nc2c(C)cccc2c2c1CCS2 | 0.1 | -1
CCCc1ccc(OCc2ccc(C(=O)NN)o2)c(OC)c1 | -0.8 | -14
CC(=O)Nc1cc(C(F)(F)F)ccc1N1CCOCC1 | -0.7 | 6
CCOC(=O)N1CCN(C(=O)c2ccccc2N(Cc2ccccc2)S(=O)(=O)c2ccc(OC)cc2)CC1 | -0.5 | 28
CCOc1ccc(/C=C2\SC(=S)N(C)C2=O)cc1OC | -0.6 | 2
C[C@@]12CCC=C[C@H]1[C@H](c1ccc(F)c(/C=C/c3ccccc3)c1)N(Cc1ccccc1)C2=O | -1.2 | 7
CCOC(CNc1ncnc2sc(-c3ccccc3)cc12)OCC | 1.1 | 15
COc1ccc(S(=O)(=O)N2CCCCC2)cc1NC(=O)CCCNC(=O)c1ccc(Cl)cc1 | 0.0 | 1
CCOC(=O)c1ccc(OCC(=O)c2ccc(O)cc2O)cc1 | -1.1 | 26
COc1ccc(CNc2cc(C)ccn2)c(O)c1 | 0.4 | 0
Cc1c(NC(=O)CN2C(=O)NC(C)(c3ccc4c(c3)OCCO4)C2=O)c(=O)n(-c2ccccc2)n1C (configuration not stated) | -0.7 | 6
COc1ccccc1C(=O)NC(=O)COC(=O)C1CC1 | -0.7 | 11
COc1ccc(N2CCN(C3CCCN(C(=O)CN4CCCCC4=O)C3)CC2)cc1 (configuration not stated) | 5.4 | 4
CCC(=O)c1ccc(OCc2ccc(C#N)cc2)cc1 | 2.7 | 17
COc1ccc(N(CC(=O)N/N=C/c2ccc(-c3ccc([N+](=O)[O-])cc3)o2)S(=O)(=O)c2ccc(C)cc2)cc1 | -1.9 | 10

3 entries out of the list, ordered by molar mass, descending:
compound | STK33 kinase inh | OX1R antag
CCOC(=O)N1CCN(C(=O)c2ccccc2N(Cc2ccccc2)S(=O)(=O)c2ccc(OC)cc2)CC1 | -0.5 | 28
CCOC(CNc1ncnc2sc(-c3ccccc3)cc12)OCC | 1.1 | 15
COc1ccccc1C(=O)NC(=O)COC(=O)C1CC1 | -0.7 | 11

(listing goes on)
compound | STK33 kinase inh | OX1R antag
FC(F)Oc1ccc(NC(=S)NN2CCOCC2)cc1 | -1.9 | 15
O=C(CCC1COc2ccccc2O1)Nc1ccccn1 (configuration not stated) | -0.2 | 5
COc1ccccc1C1=NOC(COC(=O)c2ccc([N+](=O)[O-])cc2)C1 (configuration not stated) | -0.6 | 16
CC1=NN(c2ccc([N+](=O)[O-])cc2)C(c2ccccc2)C1 (configuration not stated) | -0.3 | 34
CCOc1ccc(NC(=O)c2ccc(N3CC4CC(C3)c3cccc(=O)n3C4)c(NC(=O)c3cccnc3)c2)cc1 (configuration not stated) | -1.1 | 4
COc1ccccc1Nc1nnc(SCC(=O)NC(=O)Nc2ccc3c(c2)OCCO3)s1 | -2.1 | 5
CN1CCN(c2ccc(CNS(=O)(=O)Cc3ccc(Cl)cc3)cc2)CC1 | -0.8 | 6
Cn1nc(C(=O)OCC(=O)N2CCc3ccccc32)c2ccccc2c1=O | 5.6 | 3
CCOC(=O)c1cnc(SCC(=O)c2ccccc2)nc1N | -0.3 | 9
O=C(O)CSc1nnc(CNc2ccccc2Cl)n1-c1ccccc1 | 0.1 | 16
COc1ccc(CN2C(=O)c3ccccc3C2=O)cc1C(=O)OC(C)C(=O)NC(N)=O (configuration not stated) | 1.0 | 11
CCN1C(=NCCc2ccc([N+](=O)[O-])cc2)N[C@@H](c2ccccc2)[C@H](C(=O)OC)[C@H]1C | 0.4 | 4
Nc1nnc(SCC(=O)Nc2ccc(N3CCOCC3)c(Cl)c2)s1 | -0.6 | 17
O=C(NCC(=O)N(c1cccc(F)c1)C(C(=O)NC1CCCC1)c1cccnc1)c1ccco1 (configuration not stated) | -0.5 | 9
Cc1ccc(N/C(N)=N/c2nc(C(F)(F)F)cc(C(F)(F)F)n2)cc1 | -0.2 | 3
N/C(=N\NS(=O)(=O)c1ccccc1)c1ccccn1 | -0.5 | 17
COc1cc(NC(=O)c2cccc([N+](=O)[O-])c2)ccc1NC(=O)c1ccco1 | 0.2 | 3
O=S(=O)(c1cnc(Cl)c(Br)c1)N1CCc2ccccc21 | -0.5 | 24
COc1ccc(CN(C(=O)c2ccc(CN3CCOCC3)o2)C(C(=O)NCC2CCCO2)c2ccc(F)cc2)cc1 (configuration not stated) | 1.1 | 20
CN(C)c1ccc(N=Nc2ccccc2C(=O)OCC(=O)N2CCCCCC2)cc1 | -0.4 | 6
NC(=O)C1CCN(c2cc(Cl)ccc2[N+](=O)[O-])CC1 | -0.6 | 36
COc1cc(NC(=O)c2ccccc2)ccc1NC(=O)Cc1ccccc1 | -2.5 | 11
C=CCN(CC=C)C(=O)c1ccncc1 | 0.0 | 11
CC(C)c1ccc(NC(=O)COc2ccc(S(=O)(=O)N3CCOCC3)cc2)cc1 | -2.5 | 6

Of the compounds above, these contain a Cl atom:
compound | STK33 kinase inh | OX1R antag
C=CCn1c(-c2cccc(Cl)c2)n[nH]c1=S | 1.5 | 14
COc1ccc(S(=O)(=O)N2CCCCC2)cc1NC(=O)CCCNC(=O)c1ccc(Cl)cc1 | 0.0 | 1
CN1CCN(c2ccc(CNS(=O)(=O)Cc3ccc(Cl)cc3)cc2)CC1 | -0.8 | 6
O=C(O)CSc1nnc(CNc2ccccc2Cl)n1-c1ccccc1 | 0.1 | 16
Nc1nnc(SCC(=O)Nc2ccc(N3CCOCC3)c(Cl)c2)s1 | -0.6 | 17
O=S(=O)(c1cnc(Cl)c(Br)c1)N1CCc2ccccc21 | -0.5 | 24
NC(=O)C1CCN(c2cc(Cl)ccc2[N+](=O)[O-])CC1 | -0.6 | 36

The list goes on:
compound | STK33 kinase inh | OX1R antag
COc1ccc(C(=O)Nc2cccc3c2CCCC3)cc1 | -0.3 | 17
O=C1C(Cc2ccccc2)Nc2ncnc(N3CCCCC3)c2N1Cc1ccccc1 (configuration not stated) | -0.7 | 8
CC(O)Cc1cn([C@@H](CCCCNC(=O)OC(C)(C)C)C(=O)N2CCN(C(=O)OC(C)(C)C)CC2)nn1 (some centres not stated) | 1.9 | 31
Cc1cccc(NC(=O)CSc2nc3ccccc3c(=O)n2C)c1 | -0.6 | 50
CCOCCCNC(=O)c1ccc(NC(=O)C2CCCO2)cc1 (configuration not stated) | 1.0 | -7
COc1ccccc1C(=O)Nc1ccnn1C1CCN(C/C=C/c2ccccc2)CC1 | 0.8 | 15
COc1ccc(-n2nc(C(=O)NCC(=O)Nc3cc(C)ccc3OC)c3ccccc3c2=O)c(OC)c1 | 0.7 | 11
Cc1ccc2[nH]c(=O)c(CN(CC3CCCO3)C(=S)Nc3ccccc3)cc2c1 (configuration not stated) | 0.1 | 19
CC(C)(C)[C@H]1C=C(C(=O)N2CCOCC2)O[C@@H](OCc2ccc(CO)cc2)C1 | -1.0 | 10
COc1ccccc1-c1nnc(SCC(=O)Nc2ccccc2)o1 | -0.6 | 13
Cc1cccc(C(=O)N2CCCC(CCC(=O)N3CCN(c4ccccn4)CC3)C2)c1C (configuration not stated) | -0.7 | 8
CCOc1ccc(S(=O)(=O)NCCC(=O)N(C)Cc2cccs2)cc1 | 0.0 | 1
O=C(Nc1cc(S(=O)(=O)Nc2ccc(Cl)cc2)ccc1N1CCCCC1)c1ccc(F)cc1Cl | 0.1 | 0
O=C(Cc1ccc(Br)cc1)NCCc1ccc(Cl)cc1Cl | -1.5 | 10
O=C(CSc1nnnn1-c1ccccc1)Nc1ccc(Cl)cc1 | -1.7 | 11
c1ccc(-c2nc(N3CCN(c4ccccc4)CC3)nc(-n3ccnc3)n2)cc1 | -2.0 | 20
COc1cc(NS(=O)(=O)c2c(C)[nH]c(C)c2C(=O)N2CCCC2)cc(OC)c1OC | -1.6 | 31
COc1ccc(/C=N/NC(=O)c2cc3cc(OC)c(OC)cc3[nH]2)cc1 | 1.7 | 37
CCOc1ccccc1N1CCN(C(=O)c2ccc3[nH]c4c(c3c2)CCCC4)CC1 | 0.0 | 13
CCC(CO)Oc1cc(NCc2ccc(O)cc2)c2ncn(C(C)C)c2c1 (configuration not stated) | 6.9 | 2
CNNC(=S)NCCC1=CCCCC1 | -0.2 | 6
OCCN(Cc1ccccc1)C(=S)Nc1ccc(Cl)cc1Cl | -1.3 | 12
Cn1c(SCC(=O)NCC2CCCO2)nc2scc(-c3ccccc3)c2c1=O (configuration not stated) | -0.3 | -5
CC(NC(=O)CCC(=O)c1ccccc1)c1ccc(F)cc1 (configuration not stated) | 0.0 | 9
Cc1ccc(C(=O)NC(=S)Nc2cccc(NC(=O)c3ccccc3Cl)c2)cc1[N+](=O)[O-] | 5.3 | 18
O=C(CC(O)(c1ccccc1)C(F)(F)F)c1cccs1 (configuration not stated) | -2.3 | 4
CCOc1ccc(CN2CCN(C3CCSCC3)CC2CCO)cc1 (configuration not stated) | -1.2 | 1
CC(C)OC(=O)NC(c1ccccc1)C(Cl)(Cl)Cl (configuration not stated) | -1.0 | 29
CCCCn1c2c(c(=O)n(C)c1=O)C(CC(=O)OCC(=O)Nc1cccc(C(F)(F)F)c1)C(=O)N2 (configuration not stated) | -0.9 | 20
CC(C)OCCCN1CN(S(=O)(=O)c2ccc(Cl)cc2)c2nc3ccccc3nc21 | -5.1 | 17
CCC(C)(C)NC(=O)Cc1ccc(Cl)cc1 | -2.7 | 16
Cn1c(Cn2nnc(-c3ccccc3)n2)nnc1SCc1ccccc1Cl | -5.3 | 6
N#Cc1c(N)nc2c(c1N)CC(COc1ccccc1)O2 (configuration not stated) | -1.9 | 29
O=C(CN1CCCCC1)Nc1ccccc1Cl | -0.1 | 2
COc1ccc(CCN(Cc2cccs2)S(=O)(=O)c2ccc(S(=O)(=O)N(C)C3CCCCC3)cc2)cc1OC | -0.1 | 4
C=CCOc1c(Br)cc(CNCCCN2CCOCC2)cc1OC | -1.8 | nt
CC(=O)C1=C(C)NC(=O)NC1c1cccc(O)c1 (configuration not stated) | 6.6 | 7
C/C(CC(=O)NC12CC3CC(CC(C3)C1)C2)=N\NC(=O)Cc1cccs1 | -0.9 | 2
COc1ccc(CNC(=O)N[C@@H](Cc2c[nH]c3ccccc23)C(=O)O)cc1 | -1.2 | 1
CCCOc1ccc(C(F)(F)F)cc1NC(=O)C1CC(=O)N(Cc2ccco2)C1 (configuration not stated) | -0.8 | 4
CCN(CCO)c1ncnc2c1sc1nc(CC(C)C)c3c(c12)CC(C)(C)OC3 | -0.9 | 10
CCN(CC)c1ccc(NC(=O)c2cccc(C)c2OC)c(C)c1 | -2.5 | 22
Cc1ccc(-n2c(Cl)c(Cl)nc(Cl)c2=O)cc1 | 0.6 | 16
COc1cc(Cl)c(C)cc1NC(=O)COC(=O)/C=C/c1c(C)nn(C2CCS(=O)(=O)C2)c1Cl (configuration not stated) | -2.3 | 11
COc1ccc(-n2c(C)cc(/C=C3/SC(=O)N(CC(=O)N4CCOCC4)C3=O)c2C)cc1 | 0.1 | 15
CCCc1cc(C(=O)OCC(=O)N(CCC)c2c(N)n(Cc3ccccc3)c(=O)[nH]c2=O)sc1C | -0.7 | 33
COc1ccc(/C=N/NS(=O)(=O)c2ccc(C)cc2)cc1OC(=O)c1ccc(C)cc1 | -2.2 | 13
O=C(NNS(=O)(=O)c1ccc(F)cc1)c1ccc2c(c1)OCO2 | -0.4 | 5
O=C(NCC1CCCO1)c1cccc(Oc2ccc([N+](=O)[O-])cc2)c1 (configuration not stated) | -1.2 | 11
O=C(NNC(=S)NC(=O)c1ccccc1Cl)c1cccc([N+](=O)[O-])c1 | -1.4 | 6
COc1cc(/C=C2\C(=N)N3N=CSC3=NC2=O)ccc1OS(=O)(=O)c1ccccc1 | 2.6 | nt
CCc1ccc(-c2nc(CN3CCC(C(=O)N4CCN(c5ccccc5)CC4)CC3)c(C)o2)cc1 | -1.0 | 6
COc1cccc(NC(=S)Nc2ccc(O)cc2)c1 | 0.3 | 6
O=c1oc2ccc(C#CC3(O)CCCCC3)cc2cc1-n1cc(C2(O)CCCCC2)nn1 | -2.4 | 6
S=c1nc[nH]c2c1[nH]c1ccc(Cl)cc12 | -0.8 | 8
COc1cc(/C=C2\CCCc3c2nc2ccccc2c3C(=O)O)cc(Cl)c1O | -0.6 | 10
CCCS(=O)(=O)c1ccc(COC(=O)Cc2ccc([N+](=O)[O-])cc2)cc1 | nt | 24
Cc1ccc(S(=O)(=O)NNC(=S)NC(C)(C)C)cc1 | -0.7 | 8
Cc1cc(C)nc(N2CCC(C(=O)NC3CCCCCC3)CC2)n1 | 0.3 | 7
COc1cc2cc(C(=O)N[C@@H](Cc3ccccc3)C(=O)O)n(C)c2c(OC)c1OC | -0.6 | 8

In the list so far, these have a cyano group.
compound | STK33 kinase inh | OX1R antag
CCC(=O)c1ccc(OCc2ccc(C#N)cc2)cc1 | 2.7 | 17
N#Cc1c(N)nc2c(c1N)CC(COc1ccccc1)O2 (configuration not stated) | -1.9 | 29

(cont.)
compound | STK33 kinase inh | OX1R antag
COc1ccc(NC(=O)CN(C)C(C)C(=O)N2CCCCC2)cc1 (configuration not stated) | 0.4 | 14
Cc1ccc(S(=O)(=O)N2CCCCC2)cc1NC(=O)[C@@H]1CCCN1C(=O)c1cccs1 | -1.0 | 12
O=C(COc1ccc(S(=O)(=O)NC2CCCCC2)cc1Cl)NCc1ccc2c(c1)OCO2 | -0.8 | 13
N#CCSc1nnc(CNc2ccc(F)cc2)o1 | -3.4 | 6
Nc1ncc(Br)cc1S(=O)(=O)NCCC(=O)NCc1ccc(F)cc1 | 0.0 | 11
